Screening results: PubChem, several laboratories
Bcl-XL Bim block – inhibitors of Bim-Bcl-XL interaction, human; 190,000 tested, 0.04% active; Bim peptide-Bcl-XL binding, bead flow cytometry, fluorescence; inhibition, % at 10 µM
Target sequence (Q07817 whole entry, looked up): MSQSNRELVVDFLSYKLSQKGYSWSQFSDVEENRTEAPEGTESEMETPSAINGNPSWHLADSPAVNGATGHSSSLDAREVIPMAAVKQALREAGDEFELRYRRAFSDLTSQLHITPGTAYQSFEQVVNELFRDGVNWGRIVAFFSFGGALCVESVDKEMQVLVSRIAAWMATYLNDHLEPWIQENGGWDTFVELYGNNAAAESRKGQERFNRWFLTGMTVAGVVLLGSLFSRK
Bim-Mcl-1 – disrupts Bim peptide binding to human Mcl-1. Bead-based flow cytometry, Bim peptide-Mcl-1 binding. inhibition, % at 10 µM. 190,000 tested, 0.1% active;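 further: 0% = no compound tracer wells and 100% = peptide blocker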
Mcl1-Bid inh – disrupts binding of human Mcl-1 to Bid peptide; Q07820; TR-FRET Mcl-1/Bid-Dy647 peptide binding, 1536-well; inhibition, % at 21.7 µM; 220,000 tested, 0.97% active;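 active means compounds that cut the binding signal by more than half at the single screening dose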;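 further: His-tagged Mcl-1 with europium anti-His antibody binding Bid BH3 peptide; 0% = Mcl-1 plus peptide wells and 100% = peptide-only wells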
Bim-Bcl-B – inhibitors of Bim-Bcl-B interaction, human; AID 951; bead-based flow cytometry, Bim peptide-Bcl-B binding; 190,000 tested, 0.073% active; Q9HD36; inhibition, % at 10 µM;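 further: 0% = tracer peptide without compound and 100% = reference inhibitor peptide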
Bcl-2 Bim block – human Bim-Bcl-2 interaction inhibition; inhibition, % at 10 µM; P10415; 190,000 tested, 0.06% active; Bead-based flow cytometry, Bim peptide-Bcl-2 binding; AID 950; in the data active means inhibition above about 40%; inconclusive means no clear call, values can overlap the other calls;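 further: 0% = no compound wells with probe peptide and 100% = reference peptide inhibitor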
Target sequence (P10415 whole entry, looked up): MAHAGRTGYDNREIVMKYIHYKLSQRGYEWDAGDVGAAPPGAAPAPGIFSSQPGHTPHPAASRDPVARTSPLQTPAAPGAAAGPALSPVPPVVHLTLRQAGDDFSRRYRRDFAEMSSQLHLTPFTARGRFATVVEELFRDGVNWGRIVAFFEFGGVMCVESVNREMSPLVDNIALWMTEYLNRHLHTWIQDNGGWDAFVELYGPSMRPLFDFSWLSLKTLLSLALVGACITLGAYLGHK
RGS8-Gao – regulators of human RGS8-Galphao interaction; multiplexed bead flow cytometry, RGS8-Galphao binding; actives lie on both sides; response (percent of control binding), % at 10 µM; 220,000 tested, 0.34% active; in the data active means response below about 60% or above about 140%; inactive means in between;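 further: Galphao activated as the GDP aluminium fluoride complex binding bead-coupled RGS8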
Target sequence (P09471 whole entry, looked up): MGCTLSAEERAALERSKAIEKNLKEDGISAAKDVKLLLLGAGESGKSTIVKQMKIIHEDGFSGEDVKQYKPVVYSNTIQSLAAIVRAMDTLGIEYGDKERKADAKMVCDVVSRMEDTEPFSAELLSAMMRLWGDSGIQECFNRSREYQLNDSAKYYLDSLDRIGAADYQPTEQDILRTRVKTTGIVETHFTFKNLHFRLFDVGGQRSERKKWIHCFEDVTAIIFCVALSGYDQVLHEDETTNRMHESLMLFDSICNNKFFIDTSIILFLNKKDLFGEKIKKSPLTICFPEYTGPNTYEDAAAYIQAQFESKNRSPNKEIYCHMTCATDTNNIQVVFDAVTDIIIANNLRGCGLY
RGS7-Gao – human RGS7-Galphao interaction regulation | Multiplexed bead flow cytometry, RGS7-Galphao binding; actives lie on both sides | binding response (% of control), % at 10 µM | 220,000 tested, 0.35% active | P09471; in the data active means binding response below about 49% or above about 150%; inconclusive means no clear call, values can overlap the other calls; inactive means in between;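 further: fluorescent Galphao held in activated GDP-AlF4 state binding bead-coupled RGS7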
Bim-Bfl-1 – inhibitors of Bim-Bfl-1 interaction, human. AID 1008. inhibition, % at 10 µM. Bead-based flow cytometry, Bim-Bfl-1 binding inhibition. 190,000 tested, 0.12% active;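 further: 0% = wells without compound plus tracer and 100% = blocker peptide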
RGS4-Gao reg – modulates binding of RGS4 to human Galphao. AID 1415. binding response (% of control), % at 10 µM. 220,000 tested, 0.33% active. Multiplexed bead flow cytometry; actives lie on both sides; in the data active means binding response below about 49% or above about 150%; inactive means in between;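 further: fluorescent Galphao activated with aluminum fluoride binding bead-coupled RGS4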
Bim-Bcl-W – disrupts Bim peptide binding to human Bcl-W. AID 952. Q92843. bead-based flow cytometry. inhibition, % at 10 µM. 190,000 tested, 0.02% active;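 further: 0% = bound tracer without compound and 100% = peptide blocker; higher means less fluorescent Bim peptide bound to Bcl-W beads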
Target sequence (Q92843 whole entry, looked up): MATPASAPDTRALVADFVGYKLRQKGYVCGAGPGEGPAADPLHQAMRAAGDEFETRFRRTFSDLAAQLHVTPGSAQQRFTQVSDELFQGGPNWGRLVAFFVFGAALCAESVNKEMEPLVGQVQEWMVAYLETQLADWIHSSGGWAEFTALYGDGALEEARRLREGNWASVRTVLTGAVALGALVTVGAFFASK
Mcl1-Noxa inh – Mcl-1/Noxa interaction inhibition. inhibition, % at 21.7 µM. Q07820. AID 1022. TR-FRET Mcl-1/Noxa peptide binding, 2 h. 220,000 tested, 1.5% active;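 active means compounds that cut the protein-peptide binding signal by more than 50% relative to plate controls in a single-dose test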;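 further: His-tagged Mcl-1 with rhodamine Noxa BH3 peptide and terbium anti-His antibody; 0% = Mcl-1 plus Noxa peptide wells and 100% = peptide-only wells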
Numbers without * were called inactive; ? = inconclusive; · = not tested or not shown; [ ] = remark or other dose. Unless noted, no stated cut-off is given here; in the data, active means inhibition above about 40%.

SMILES	Bcl-XL Bim block	Bim-Mcl-1	Mcl1-Bid inh	Bim-Bcl-B	Bcl-2 Bim block	RGS8-Gao	RGS7-Gao	Bim-Bfl-1	RGS4-Gao reg	Bim-Bcl-W	Mcl1-Noxa inh
O=C(CN1CCOCC1)Nc1cccc(C(=O)Nc2cccc(C(F)(F)F)c2)c1	-5	-8	-24	-6	-6	103	103	-3	97	-5	5
CCCOc1ncnc2c1[nH]c1ccc(OC)cc12	·	·	-2	·	·	102	?	·	101	·	12
NC(=O)COC(=O)CN1C(=O)C2CCCCC2C1=O (configuration not stated)	-6	-4	13	-8	-5	102	100	-10	102	-2	7
N#CCCN(C(=O)COC(=O)c1ccc2c(c1)NC(=O)CS2)c1ccc2c(c1)OCCO2	-3	-2	-4	-4	-3	102	101	-2	107	-3	10
Cc1cc(C)cc(NC(=O)Oc2ccccc2N2CCCCC2)c1	·	·	-39	·	·	101	?	·	104	·	51*
COC(=O)c1ccc(C23CC4(C2)[C@H](CN(C)[C@@H]4c2ccccc2)C3c2ccc(Cl)nc2)cc1 (some centres not stated)	·	·	-27	·	·	100	?	·	104	·	-4
Cc1nc(NC(=O)c2ccccc2)sc1-c1csc(Nc2ccc(Cl)cc2Cl)n1	-2	-1	-25	-9	-2	99	97	-8	101	4	36
CC(=O)COc1cc(C)cc2oc(=O)c(C)c(C)c12	-1	19	-2	1	-3	101	102	-6	105	3	4
CC(=O)c1cccc(NC(=O)CSCc2ccc(Br)cc2)c1	-5	-4	13	-1	0	98	96	-2	97	-1	7
CCN1CCC(NC(=O)Nc2cc(Cl)ccc2OC)CC1	-3	0	0	-3	-2	102	105	-6	101	0	7
O=C(CNC(=O)c1ccco1)NCC(=O)OCc1cccc(Cl)c1	-12	-5	-16	-9	-15	99	99	-21	99	-2	-4
Cc1nc(Nc2ccc3c(c2)OCCO3)c2nnn(Cc3ccccc3Cl)c2n1	-9	-6	-18	-7	-8	102	104	-21	102	-4	-13

Structures above that bear a hit mark in Mcl1-Noxa inh:
SMILES	Bcl-XL Bim block	Bim-Mcl-1	Mcl1-Bid inh	Bim-Bcl-B	Bcl-2 Bim block	RGS8-Gao	RGS7-Gao	Bim-Bfl-1	RGS4-Gao reg	Bim-Bcl-W	Mcl1-Noxa inh
Cc1cc(C)cc(NC(=O)Oc2ccccc2N2CCCCC2)c1	·	·	-39	·	·	101	?	·	104	·	51*

(cont.)
SMILES	Bcl-XL Bim block	Bim-Mcl-1	Mcl1-Bid inh	Bim-Bcl-B	Bcl-2 Bim block	RGS8-Gao	RGS7-Gao	Bim-Bfl-1	RGS4-Gao reg	Bim-Bcl-W	Mcl1-Noxa inh
O=C(NCCN1CCOCC1)c1cc2cc([N+](=O)[O-])ccc2s1	-1	0	-11	-2	-1	100	99	-4	99	-1	12
Cc1ccc(/C=C/C(=O)Nc2ccc(Oc3ccccc3)cc2)o1	-3	-2	-3	-13	10	93	99	11	97	0	-1
Cc1ccc(C(=O)COC(=O)C(C)N2C(=O)C3C4C=CC(C4)C3C2=O)cc1 (configuration not stated)	-3	-2	1	0	-2	106	105	0	103	-4	-8
CCOC(=O)c1cc(-c2ccccc2)sc1NC(=O)CC	-5	-4	-10	-12	-9	98	99	-17	100	-6	-3
Cc1cccc(C(=O)CC(=O)c2cc(Cl)ccc2O)c1	-2	-2	-52	-8	-9	102	100	-12	102	3	-79
O=C(O)c1nccnc1C(=O)Nc1ccccc1-c1ccccc1	·	·	-6	·	·	104	?	·	102	·	1
C/C(=C\C(=O)c1ccc(Cl)cc1)NCc1ccc2c(c1)OCO2	-2	-4	-62	-5	-5	103	110	0	105	-3	-2
N=C(c1ccc([N+](=O)[O-])cc1)N1CCCCC1	-2	1	-12	-3	0	100	?	-2	99	-3	-9
CC(C)NC(=O)c1ccc(Cl)cc1Cl	-1	-1	-3	-2	-2	102	104	-5	100	-2	-4
CCOC(=O)N/N=C/c1cn(Cc2ccccc2Cl)c2ccccc12	-7	-3	-15	-5	-10	102	105	-15	101	-2	2
CCOc1ccc(C(=O)CCC(=O)NC(C)C(=O)OC)cc1 (configuration not stated)	-1	-1	-25	-7	-1	98	?	-5	99	-2	15
CC(C)(C)c1ccc(C(=O)NNC(=O)Cc2ccccc2)cc1	-3	0	2	0	2	94	99	4	98	5	-2
O=C(COc1ccccc1Cl)NC(=S)Nc1ccc(CN2CCOCC2)cc1	-6	-5	-69	-7	-4	101	92	0	99	-3	-7
COc1cc(/C=N/NC(=O)Cn2nc([N+](=O)[O-])cc2C)cc(Br)c1OCc1ccccc1	-6	-4	-17	-8	-6	104	98	-17	100	1	-3
CCC12CN3CCN(CC(C3)/C1=N\NC(=O)Nc1ccccc1)C2	-4	-2	-13	-6	-8	104	105	-21	102	-3	-1
O=C1CC(c2c[nH]c3ccccc23)C(=O)N1c1ccccc1 (configuration not stated)	5	3	-24	6	7	115	104	8	107	3	2
CCCN1C(=O)c2cc(C(=O)Nc3ccc(OC)cc3OC)ccc2C1Nc1ccc(OC)cc1OC (configuration not stated)	-2	-4	-12	-9	-3	102	99	-1	102	0	-11
CCCCn1ccnc1C(=O)c1cc(S(=O)(=O)N2CCOCC2)ccc1C	-5	-2	-14	-12	-6	102	102	-9	102	0	-4
Cc1ccn2cc(CCNC(=O)C3CCCCC3)nc2c1	-2	-3	-43	0	0	114	101	0	106	-1	11
CCN(CC)C(=O)C(=O)c1cccn1-c1cccc(Cl)c1C#N	2	0	-21	-3	-4	122	115	-2	119	-1	6
CC(=O)c1cccc(CN2CCN(Cc3ccc(C)cc3)C(CCO)C2)c1 (configuration not stated)	-1	1	-32	-7	0	104	103	-3	102	-3	7
CC1CCc2c(sc3ncn(CC(=O)N=Nc4c(O)[nH]c5ccccc45)c(=O)c23)C1 (configuration not stated)	·	·	68*	·	·	100	?	·	100	·	20
CCOc1ccc(Oc2cc(NC(=O)c3ccco3)cc([N+](=O)[O-])c2)cc1	-10	-2	20	-10	-10	97	96	-16	98	0	15
CC1(C)OC(=O)N2CCc3ccccc3C21C (configuration not stated)	0	1	7	1	-1	97	98	5	96	0	8
O=C(CNC1CCCCCC1)Nc1ccc(S(=O)(=O)NC2CC2)cc1	-1	-1	-12	-3	-3	101	102	-2	101	-1	36
CC1(C)CC(=O)C/C(=N/Nc2nc3ccccc3s2)C1	-1	5	-46	1	2	103	98	5	103	0	17
Cc1cccc(Nc2nnc(SCC(=O)NCc3cccs3)s2)c1	-1	1	-10	0	-3	102	104	-6	103	-1	-1
Cc1cc2c(=O)oc(-c3ccc(F)cc3)nc2s1	-2	-1	-1	-1	-3	102	104	-6	109	0	13
O=C(COc1ncnc2ccccc12)c1ccc2c(c1)OCCO2	-3	-2	-1	-3	1	103	103	-4	99	0	-6
Cc1nnc(NN)n(N)c1=O	·	·	-94	·	·	99	?	·	99	·	-44
COc1cc(O)c(CCO)c2c1C(=O)C[C@@H](C)O2	-7	-2	-17	-6	-2	101	100	-8	102	-5	0
COc1ccc(Cl)cc1NC(=S)NNC(=O)C1(C)CC1(Cl)Cl (configuration not stated)	-1	-1	-23	-9	-4	101	100	-3	99	0	7
CCN(Cc1ccccc1)c1ccc(N=Nc2nn(C)c(C)c2[N+](=O)[O-])cc1	-6	-3	-26	-7	-9	103	102	-10	103	-3	-6
CCOC(=O)C(C)Oc1cccc2c(=O)n(CC(=O)Nc3cccc(OC)c3)ccc12 (configuration not stated)	-1	0	8	0	0	131	119	0	114	-3	-1
COc1cc(NC(=O)CCC(=O)O)nc(OC)n1	-2	-3	-24	-5	-2	85	98	-2	99	-2	6
CC(=O)Nc1ccc(S(=O)(=O)N2CCN(c3cc4c(cc3[N+](=O)[O-])n(C)c(=O)n4C)CC2)cc1	-1	-2	9	1	-1	101	98	0	95	-3	10
Cc1cc(/C=C(/C#N)C(=O)Nc2ccccc2)c(C)n1-c1cccnc1	-3	0	-42	0	-5	100	98	-4	100	0	7
CCOC(=O)C(/C=C(\C#N)C(=O)OCC)=C(/N)N1CCN(c2c(C)cccc2C)CC1	4	9	-9	-8	-3	115	117	-1	120	-2	-1
Cc1cccc(N(C(=O)c2cnc3n(c2=O)CCS3)C2CCCCC2)c1	·	·	2	·	?	86	96	·	93	·	-17
Cc1cccc(NC(=O)C(C)Oc2ccccc2C)n1 (configuration not stated)	-16	-2	-13	-6	-6	102	104	-10	102	0	10
Cc1ccccc1NC(=S)NC(C)CCc1ccccc1 (configuration not stated)	-2	-6	-47	-2	-3	101	103	-3	103	-2	28
CCNC(=O)c1c(NC(=O)C2COc3ccccc3O2)sc2c1CCCC2 (configuration not stated)	8	12	2	6	12	185*[activator]	155*[activator]	9	170*[activator]	4	2
O=[N+]([O-])c1ccc(C(O)CN=Cc2ccc(O)cc2O)cc1 (configuration not stated)	-2	0	-19	-4	0	96	92	-3	95	0	28
CCCN1CCN(C(=O)c2cn(CC(C)C)c(=O)c3cc(OC)c(OC)cc23)CC1	5	3	-41	-1	0	98	101	-1	105	2	13
COc1cc2c(cc1OC)CN(C1CC(=O)N(c3c(C)cccc3C)C1=O)CC2 (configuration not stated)	0	3	-9	-4	-3	100	108	-5	103	-2	1
O=[N+]([O-])c1cccc(S(=O)(=O)NCC2CCCO2)c1 (configuration not stated)	3	51*	-20	5	2	76	79	7	78	5	-13
O=S(=O)(Nc1ccc2c(c1)OCCO2)c1ccc2oc3ccccc3c2c1	-2	0	2	-2	0	99	100	0	99	0	22
Cc1nc2ccccc2cc1C(=O)O	-4	-2	-16	-9	-10	100	102	-20	99	1	8
Cn1cccc1C(C(=O)NC1CCCCC1)N(C(=O)Cc1cccs1)C1CC1 (configuration not stated)	-1	-1	-20	-1	1	100	99	0	100	-4	-1
COc1ccc(N2C(=O)CC(SCC(=O)O)C2=O)cc1 (configuration not stated)	3	18	1	1	16	101	98	4	98	1	16
Cc1noc(C)c1C(=O)Nc1nnc(CC(C)C)s1	·	·	-6	·	·	104	?	·	104	·	-3
O=c1c(-c2nnc(SCc3ccc(Cl)cc3Cl)o2)cccn1Cc1ccccc1	-5	-3	-12	-12	-4	101	101	-13	99	0	47
O=C(/C=C/NNC(=O)c1ccccc1)c1ccccc1	-4	0	-22	-4	-3	102	99	-14	101	1	3
COC(=O)c1ccc(/C=C(\C#N)C(=O)NC(C)c2ccccc2)cc1 (configuration not stated)	-6	-9	1	-9	-5	101	96	-7	99	-2	3
FC(F)(F)c1ccc(CN2C[C@@H]3C(c4ccccc4)C4(c5cccnc5)CC3(C4)[C@H]2c2ccccc2)cc1 (some centres not stated)	·	·	-56	·	·	97	?	·	99	·	8
COc1ccc(CNC(=O)CN(C(=O)Cn2nnc(-c3ccccc3F)n2)c2ccc(C)cc2)cc1	-1	0	-7	-1	-3	101	99	-6	102	0	16

Arranged by SMILES length (highest first): some entries from above.
SMILES	Bcl-XL Bim block	Bim-Mcl-1	Mcl1-Bid inh	Bim-Bcl-B	Bcl-2 Bim block	RGS8-Gao	RGS7-Gao	Bim-Bfl-1	RGS4-Gao reg	Bim-Bcl-W	Mcl1-Noxa inh
FC(F)(F)c1ccc(CN2C[C@@H]3C(c4ccccc4)C4(c5cccnc5)CC3(C4)[C@H]2c2ccccc2)cc1 (some centres not stated)	·	·	-56	·	·	97	?	·	99	·	8
Cn1cccc1C(C(=O)NC1CCCCC1)N(C(=O)Cc1cccs1)C1CC1 (configuration not stated)	-1	-1	-20	-1	1	100	99	0	100	-4	-1
O=C(/C=C/NNC(=O)c1ccccc1)c1ccccc1	-4	0	-22	-4	-3	102	99	-14	101	1	3
Cc1noc(C)c1C(=O)Nc1nnc(CC(C)C)s1	·	·	-6	·	·	104	?	·	104	·	-3
